Compound activity: PubChem BioAssay, several laboratories
Myeloid diff MLP: myeloid differentiation induction. ER-HoxA9 myeloid progenitors, lysozyme-GFP differentiation, flow cytometry. calls only at 10 µM. hit rate 1% among 360,000;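 active = normalized GFP-positive differentiation at or above the plate's own cutoff, the solvent-only control mean plus 3 SD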;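 note: cells exposed to compound for four days before flow analysis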
Ins promoter up: MIN6 insulin promoter up-regulation. hit rate 0.3% among 190,000. z-score at 5 µM. MIN6 insulin promoter-GFP reporter, high-content imaging; hits give high values;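 active = z-score above 3 at 5 µM with at least 500 cells counted in the well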
bCat nuc transl: modulators of beta-catenin nuclear translocation | HeLa beta-catenin nuclear translocation, immunofluorescence imaging | nuclear translocation activity, % at 5 µM | hit rate 0.3% among 190,000;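 active = nuclear translocation activity above 50% at 5 µM, with a well cell count of 50 or more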;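 note: per-cell ratio of nuclear to cytoplasmic median beta-catenin stain intensity; plate controls were DMSO negative control for no effect and GSK-3 inhibitor IX positive control for full effect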
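test system = HeLa cells, endogenous beta-catenin | dosing = single 5 µM dose plus 0.02–20 µM confirmation series | times = compound treatment 24 h, 37°C, 5% CO2 | technique = beta-catenin immunofluorescence imaging with DAPI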
TNAP activation fold: stimulation of alkaline phosphatase TNAP activity – biochemical, luminescent, no phosphate acceptor, uHTS, primary screen (AID 1001); purified TNAP, luminescent activation assay, no phosphate acceptor; higher activation fold means a stronger effect; activation fold at 20 µM; hits with a dose series show EC50 in µM; hit rate 0.03% among 200,000; in the data active = activation fold from about 3, or a potency from the dose series; inactive = the rest, 99 in 100 with activation fold below about 1.6; note: many of its hits are not listed in these tables
MT stabilizer: stabilizes microtubules in HeLa cells. HeLa tubulin immunostaining HCS, 24 h; share of cells brighter than vehicle mean+2SD. % tubulin-high responders, % at 10 µM. hit rate 0.83% among 200,000. AID 2205;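 active = plate Z-score above 3 for both tubulin-high and condensed-nucleus cell shares, with cell loss under 80%, at 10 µM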;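 note: anti alpha tubulin signal scored within the nucleus-defined area of each cell; some results filed as inactive read as strong as hits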
Hep lipid drop: modulators of hepatic lipid droplet formation. hit rate 0.4% among 240,000. AID 1656. AML12 mouse hepatocytes, oleate lipid droplets, BODIPY imaging. inhibition, % at 6.5 µM;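 active = lipid droplet intensity inhibited by at least 50%, with more than 500 cells counted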
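Test system: AML12 mouse liver cells; schedule: overnight exposure; technique: high-content imaging of BODIPY-stained droplets and DAPI nuclei; read-out: % inhibition of corrected integrated BODIPY droplet signal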
PMI inhibitors: MPI enzyme activity inhibition – biochemical, fluorescence intensity, coupled assay, primary screen (AID 1209). hit rate 0.42% among 190,000. purified PMI enzyme, coupled fluorescence intensity; higher % means a stronger effect. inhibition, % at 20 µM, or IC50 in µM where a hit was titrated; in the data active = inhibition above about 50%;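 note: plate controls were DMSO vehicle for no effect and wells lacking substrate for full effect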
Dynein cargo inh: blocks dynein driven cargo transport along microtubules; hit rate 0.47% among 220,000; 3617.4 mouse cells, GR-EGFP nuclear translocation imaging; test concentration mostly 20 µM; stimulated with dexamethasone, 1 µM; hits give low values; AID 1381; z-score, hits read low;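 active = plate z-score of nuclear minus cytoplasmic receptor signal below a set negative limit, without overly bright fluorescence or cell loss, cut at about -3.5 in these data, passing the limit was not always enough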;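 note: z-score of nuclear minus cytoplasmic ring GR-EGFP intensity difference per well; some compounds called inactive have numbers as strong as hits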
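medium = tetracycline-free induction medium containing charcoal-stripped FBS | also added = 1.0 µM final dexamethasone stimulus | schedule = 48 h induction, 1 h compound, 30 min dex at 37 °C | technique = fixed, Hoechst-stained cells imaged at 10x for EGFP | measure = GR-EGFP nuclear translocation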
T cell HTS: T cell immune modulators affecting CD8 T cell-vesicle binding | 2C CD8+ T cell-vesicle binding, flow cytometry; hits give low values | calls only at 7 µM | hit rate 0.068% among 330,000 | AID 2052;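 active = response, share of CD8 T cells binding vesicles, and their 90th percentile fluorescence all below set limits, cut at about 80% in these data, passing the limit was not always enough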
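material = purified 2C TCR transgenic mouse naive CD8+ T cells | controls = Unloaded micro-vesicles (low), QL9 vesicles with 0.7% DMSO (high) | detection = cytometric PE anti-B7-1 and Alexa647 anti-CD8 signals after 1% paraformaldehyde fixation | incubation = binding step 1.5 h, 37 °C, antibody labelling 20 min, ice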
Dynein cargo inh cytoplasmic EGFP: also measured in Dynein cargo inh; calls as there; z-score; measured here: cytoplasmic GR-EGFP intensity; hits give high values
Dynein cargo inh nuclear GR-EGFP: second read-out of Dynein cargo inh, no call of its own (marks repeat the call); z-score; measured here: nuclear GR-EGFP intensity;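 lower value marks the stronger effect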
Dynein cargo inh cell count: also measured in Dynein cargo inh; calls as there; z-score; measured here: cell count per field
Ins promoter up cell count: further read-out of Ins promoter up, marked with its call; cell count; measured here: cytotoxicity, nuclei count;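 total cells summed across four imaged fields per well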
Hep lipid drop cells 6.5 µM: also measured in Hep lipid drop; calls as there; cell count; measured here: cell count, cytotoxicity flag;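 cells counted across two imaged fields per well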
bCat nuc transl cell count 5 µM: also measured in bCat nuc transl; calls as there; cell count; measured here: cell count, cytotoxicity flag
T cell HTS vesicle-bound %: also measured in T cell HTS; calls as there; double positive events, %; measured here: CD8+ vesicle-bound cell fraction;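 binding gate set so that unloaded-vesicle control wells show 10% double positive cells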
MT stabilizer Hoechst-high %: further read-out of MT stabilizer, marked with its call; % Hoechst-high responders; measured here: nuclear condensation Hoechst responders;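 share of cells brighter than vehicle mean plus two SD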
MT stabilizer cytotoxicity %: also measured in MT stabilizer; calls as there; toxicity, %; measured here: cytotoxicity by cell density;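 0% = mean cell density of plate MIN control wells and 100% = no cells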
Myeloid diff MLP GFP+ MAC1+ %: further read-out of Myeloid diff MLP, marked with its call; GFP+ MAC1+ double positive, %; measured here: differentiation confirmed by MAC1 staining
* hit, by the source's call; i = inactive; . = no result given.

SMILES	Myeloid diff MLP	Myeloid diff MLP GFP+ MAC1+ %	Ins promoter up	Ins promoter up cell count	bCat nuc transl	bCat nuc transl cell count 5 µM	TNAP activation fold	MT stabilizer	MT stabilizer Hoechst-high %	MT stabilizer cytotoxicity %	Hep lipid drop	Hep lipid drop cells 6.5 µM	PMI inhibitors	Dynein cargo inh	Dynein cargo inh cytoplasmic EGFP	Dynein cargo inh nuclear GR-EGFP	Dynein cargo inh cell count	T cell HTS	T cell HTS vesicle-bound %
Cc1cccc(NC(=O)CCCCCN2C(=O)c3ccccc3C2=O)n1	i	0.8	1.5	1676	1.8	1105	1.1	2.7	1.6	2.0	6	662	12%	-0.45	0.2	-0.19	0.57	i	32
COc1cccc(-c2nnn(CC(=O)Nc3cc(OC)c(NC(=O)c4ccco4)cc3OC)n2)c1	i	0.8	-0.11	1353	3.3	1149	1.2	1.1	0.7	5.3	17	750	20%	-0.53	-0.23	-0.053	0.77	i	36
Cc1ccc(S(=O)(=O)N2CCN=C2SCc2ccccc2)cc1	i	0.6	-0.42	1030	0.4	1089	1	3.4	1.2	4.8	-5	711	12%	0.27	-0.18	0.17	-0.19	i	69
CN(C)S(=O)(=O)N1CCN(S(=O)(=O)c2ccccc2)CC1	i	0.5	0.63	900	-1.4	1123	1.1	6.7	2.3	12	20	753	4%	0.95	-0.21	0.19	-0.17	i	54
Cc1cc(NC(=O)c2ccccc2)n(-c2ccccc2)n1	i	0.1	0.14	1393	-1.5	1033	1.1	3.5	1.0	4.4	1	669	1%	-1.2	-0.31	-0.5	0.96	i	26
Nc1nc(NC(=O)c2cccs2)nn1-c1ccccc1	i	1.2	-0.44	1318	-1.5	1141	1.2	3.4	2.9	5.3	0	807	-3%	-0.055	-0.24	-0.059	0.18	i	23
COC(=O)c1ccc(NC(=O)C2C3C=CC(O3)C2C(=O)O)cc1 (stereo not drawn)	i	0.5	0.56	1339	0.3	1103	1.1	3.3	2.0	6.4	5	733	-4%	-0.48	-0.00022	0.35	-0.28	i	30
CCCC(=O)Nc1ccc(C#Cc2ccccc2)cc1	i	0.6	.	.	.	.	1.1	2.0	1.5	10	.	.	-2%	-0.41	-0.22	-0.53	0.16	i	23
O=C(O)CCNC(=O)/C(=C/C=C/c1ccccc1)NC(=O)c1ccccc1	i	0.3	.	.	-0.5	1077	1.1	1.7	1.5	0.8	-9	744	-5%	-0.43	-0.25	-0.31	0.26	i	29
C/C(=N\Nc1cccc2cccnc12)c1ccccc1O	i	0.3	-1.4	1359	0.2	1114	1.3	5.1	1.1	9.8	-23	669	-29%	-0.52	-0.34	-0.27	1.1	i	62
CCOC(=O)Cc1cc(=O)[nH]c(/N=C(\N)Nc2ccc(C)c(C)c2)n1	i	0.6	-0.17	1356	-1.8	1157	1.2	4.6	2.6	6.3	-5	727	0%	-0.96	-0.36	-0.59	1.2	i	33
CCn1c(SCC(=O)Nc2cccc(C)c2)nc2nc3c(cc2c1=O)COC(C)(C)C3	i	0.5	-0.56	1341	-2.3	1192	.	.	.	.	-1	732	.	0.82	-0.26	0.36	-0.78	i	24
CCOC(=O)c1c(C)oc2c1c(C=NC1CCS(=O)(=O)C1)c(O)c1ccccc12 (stereo not drawn)	i	1.5	-0.97	1617	3.5	1272	1	5.9	4.1	1.4	.	.	76%*	-0.1	0.28	0.18	-0.18	i	21
CCC1(C(=O)OC)NC(c2cccc(F)c2)C2C(=O)N(C)C(=O)C21 (stereo not drawn)	i	1.4	.	.	.	.	.	1.5	0.0	60	.	.	.	2.4	-0.04	1.5	-1.1	i	62
CCCn1nnc(NC(=O)c2sc3ccccc3c2Cl)n1	.	.	-0.05	1366	0.7	874	1	1.7	3.1	7.2	-2	767	6%	0.34	-0.24	0.19	-0.25	i	36
O=C(NCc1ccco1)c1ccc2c(=O)n(-c3ccccc3)c(=S)[nH]c2c1	i	0.8	-0.22	1560	-0.3	1330	1	2.3	1.3	6.5	.	.	11%	0.83	-0.15	1.1	0.64	i	12
COc1ccccc1-n1c(SCC(=O)N(C)C2CCS(=O)(=O)C2)nc2ccccc2c1=O (stereo not drawn)	i	1.0	-0.62	1024	-7.0	1027	1.1	3.9	2.7	4.9	.	.	-2%	-0.88	-0.17	-0.17	0.2	i	29
Cc1ccc(CC(=O)NCC(C)C)cc1	i	1.3	.	.	.	.	1	1.6	2.8	1.6	3	736	15%	0.46	-0.28	0.14	-0.75	i	19
CC(C)N(Cc1cc2ccccc2[nH]c1=O)C(=O)c1cccc([N+](=O)[O-])c1	i	0.2	0.37	860	-0.8	1309	.	.	.	.	-19	709	.	-0.45	-0.27	-0.32	1.1	i	45
CCCc1nnc(SCC(=O)N2CCCC(C)C2)n1CCCOC (stereo not drawn)	i	0.5	0.04	1040	6.6	613	1.1	6.5	2.6	3.7	.	.	-6%	0.034	-0.22	0.2	0.27	i	34
O=C(NCCN1CCCC1)C1CC(=O)N(C2CCCCC2)C1 (stereo not drawn)	i	0.5	-0.17	1457	1.6	1313	1.1	2.3	2.1	5.0	.	.	3%	-1.6	-0.33	-0.7	0.11	i	2
C=C1c2ccccc2S(=O)(=O)N(Cc2ccccc2)C1COCc1ccccc1 (stereo not drawn)	i	1.7	1	941	1.4	1172	.	.	.	.	-1	674	.	-0.4	-0.8	-0.11	0.98	i	21
Cc1ccc(NC(=O)Cn2cc(S(=O)(=O)c3ccc(C)cc3)c(=O)c3cc(F)ccc32)cc1	i	2.1	0.1	1311	2.7	537	1.1	4.3	6.2	1.8	9	719	-8%	-0.58	-0.022	0.49	0.13	i	40
CCC(=O)N1N=C(c2ccc(NS(C)(=O)=O)cc2)CC1c1ccc(C)cc1 (stereo not drawn)	i	1.3	.	.	0.7	1180	1	1.1	1.0	11	10	783	5%	-0.58	-0.039	0.0072	-0.26	i	18
Cc1ccccc1/C=N/NC(=O)Cc1ccc(Cl)cc1	i	0.2	-1.1	1303	0.3	1116	1.1	1.5	1.3	1.1	-4	682	5%	-0.81	-0.31	-0.33	0.38	i	48

(next part)
SMILES	Myeloid diff MLP	Myeloid diff MLP GFP+ MAC1+ %	Ins promoter up	Ins promoter up cell count	bCat nuc transl	bCat nuc transl cell count 5 µM	TNAP activation fold	MT stabilizer	MT stabilizer Hoechst-high %	MT stabilizer cytotoxicity %	Hep lipid drop	Hep lipid drop cells 6.5 µM	PMI inhibitors	Dynein cargo inh	Dynein cargo inh cytoplasmic EGFP	Dynein cargo inh nuclear GR-EGFP	Dynein cargo inh cell count	T cell HTS	T cell HTS vesicle-bound %
COc1ccc(CC(=O)Nc2cc(C)ccn2)cc1	i	1.7	1.7	1220	.	.	1.2	1.7	2.3	7.0	16	737	12%	-0.9	-0.27	-0.41	0.31	i	7
CC(C)CCNc1nc2ccccc2nc1NS(=O)(=O)c1cccs1	i	1.3	0.03	1092	-0.8	1322	.	.	.	.	-29	683	.	-0.45	-0.16	-0.25	-0.46	i	29
O=C(CN1C(=O)C2C3C=CC(C3)C2C1=O)Nc1ccc2nccnc2c1 (stereo not drawn)	i	1.7	0.15	871	-2.3	1141	1.1	3.7	2.4	10	.	.	9%	1.4	-0.38	0.89	1.3	i	39
C/C(=N\NC(=O)c1cccc(S(=O)(=O)N2CCCC2)c1)c1cccs1	i	0.3	-0.45	1297	0.5	1109	1.4	4.4	1.8	10	37	686	-6%	-0.44	-0.36	-0.33	0.28	i	31
O=C(N1CCN(c2ccccc2F)CC1)C1(c2cccs2)CCOCC1	i	0.2	-0.61	1464	0.2	1112	1.3	3.1	1.8	11	-10	603	1%	0.17	-0.23	0.19	0.76	i	41
Cc1nc(-c2ccccc2)nc2[nH]c(-c3ccccc3)cc(=O)c12	i	0.6	.	.	.	.	1.1	0.5	2.0	10	10	831	-14%	-1.3	0.4	-0.71	0.91	i	39
O=C(c1ccccc1F)N1CCN(c2ccc([N+](=O)[O-])c(NCc3cccnc3)c2)CC1	i	0.7	-1.7	1256	3.3	1243	.	.	.	.	0	724	.	-0.25	-0.041	-0.18	1.2	i	17
CSc1ccc(C(=O)NCC(=O)O)cc1[N+](=O)[O-]	i	0.2	-0.3	986	0.4	1262	.	.	.	.	6	787	.	-0.75	-0.27	-0.36	1.2	i	29

Gathered by group, the compounds so far with a nitro group on carbon (3)
SMILES	Myeloid diff MLP	Myeloid diff MLP GFP+ MAC1+ %	Ins promoter up	Ins promoter up cell count	bCat nuc transl	bCat nuc transl cell count 5 µM	TNAP activation fold	MT stabilizer	MT stabilizer Hoechst-high %	MT stabilizer cytotoxicity %	Hep lipid drop	Hep lipid drop cells 6.5 µM	PMI inhibitors	Dynein cargo inh	Dynein cargo inh cytoplasmic EGFP	Dynein cargo inh nuclear GR-EGFP	Dynein cargo inh cell count	T cell HTS	T cell HTS vesicle-bound %
CC(C)N(Cc1cc2ccccc2[nH]c1=O)C(=O)c1cccc([N+](=O)[O-])c1	i	0.2	0.37	860	-0.8	1309	.	.	.	.	-19	709	.	-0.45	-0.27	-0.32	1.1	i	45
O=C(c1ccccc1F)N1CCN(c2ccc([N+](=O)[O-])c(NCc3cccnc3)c2)CC1	i	0.7	-1.7	1256	3.3	1243	.	.	.	.	0	724	.	-0.25	-0.041	-0.18	1.2	i	17
CSc1ccc(C(=O)NCC(=O)O)cc1[N+](=O)[O-]	i	0.2	-0.3	986	0.4	1262	.	.	.	.	6	787	.	-0.75	-0.27	-0.36	1.2	i	29
